PMI act hi M6P = activators of human phosphomannose isomerase at near-saturating mannose 6-phosphate; P34949; coupled PMI enzyme assay, resazurin fluorescence, 20 min; active compounds read high; 1 = untreated enzyme, 0 = substrate-free blank; activation factor at 20 µM; 0.34% of 190,000 active;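 active = activation factor of 2 or more at 20 µM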
Target sequence (P34949 whole entry, looked up): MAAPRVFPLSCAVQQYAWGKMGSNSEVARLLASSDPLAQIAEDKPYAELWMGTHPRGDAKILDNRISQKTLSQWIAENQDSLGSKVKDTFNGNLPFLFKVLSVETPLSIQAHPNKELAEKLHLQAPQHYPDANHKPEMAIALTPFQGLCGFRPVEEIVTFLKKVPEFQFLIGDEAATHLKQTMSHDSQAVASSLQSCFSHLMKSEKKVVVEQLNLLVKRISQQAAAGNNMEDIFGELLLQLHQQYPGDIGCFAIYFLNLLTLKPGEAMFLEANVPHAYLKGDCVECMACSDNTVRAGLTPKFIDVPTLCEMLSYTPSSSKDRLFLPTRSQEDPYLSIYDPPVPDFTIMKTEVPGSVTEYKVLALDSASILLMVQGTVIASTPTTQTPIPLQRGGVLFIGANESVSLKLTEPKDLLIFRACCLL
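Test system: human PMI in coupled enzyme assay; Input: PMI at 15 ng/mL final; Medium: HEPES buffer, pH 7.4; Schedule: 20 min incubation at room temperature; Technique: resorufin fluorescence at Ex 544/Em 590 nm; Compound: 20 µM single dose; Probe or stimulus: Near-saturating mannose-6-phosphate, 1.0 mM.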
TNAP inh noacc = TNAP (human) inhibition, acceptor-free conditions; AID 1012; inhibition, % at 20 µM; 0.26% of 200,000 active; purified TNAP, CDP-star luminescence, 30 min; P05186;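 active = tissue-nonspecific alkaline phosphatase inhibition above about 50% at 20 µM in the single-dose screen, limit read from the data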;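 note: 0% = DMSO negative control and 100% = EDTA positive control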
Redox H2O2 prof = compounds producing H2O2 with reducing agent – biochemical, NIH compound library profiling, artefact control for MLSCN library redox annotation, primary screen. activation, % at 10 µM. 0.03% of 200,000 active. DTT-dependent redox cycling H2O2, phenol red/HRP absorbance; 100% = 100 µM peroxide control, 0% = buffer;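 active = activation of at least 50% relative to the plate's high and low controls in the primary single-dose screen; inactive = activation below 50%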;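 note: compound incubated with DTT at 0.8 mM final as the reducing agent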
Hsp70 act = transcriptional activators of Hsp70. HeLa Hsp70 promoter luciferase reporter, luminescence; scaled: vehicle 0, proteasome-inhibitor control 100%. activation, % at 10 µM. 0.04% of 200,000 active. AID 1203;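 active = activation above the mean across all tested compounds plus 3 SD, cutoff set per campaign, cut at about 5.5% in these data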;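 note: 100% = MG132 at 30 µM as the positive control and 0% = DMSO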
Efa HMGR inh = blocks class II HMG-CoA reductase of Enterococcus faecalis. inhibition, % at 10 µM. 0.41% of 190,000 active. purified E. faecalis HMGR, NADPH absorbance 340 nm kinetic;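 active = inhibition above a set limit, the median over all tested compounds plus 3 SD, cut at about 9.5% in these data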;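 note: enzyme runs in reverse so mevalonate oxidation gives rising NADPH absorbance; 0% = complete reaction with DMSO and 100% = background rate lacking mevalonate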
S1P3 antagonist = S1P3 (human) receptor antagonism. inhibition, % at 4.98 µM. AID 485. CHO S1P3 NFAT-BLA reporter, FRET fluorescence, antagonist mode. 0.27% of 170,000 active. Q99500;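 active = inhibition above the plate cutoff, the mean inhibition of test wells on that plate plus 3 SD, cut at about 28% in these data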;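 note: cells challenged with S1P at its EC80 of 0.8 µM; blue over green emission ratio from cleaved BLA substrate after 4 h stimulation; 0% = S1P-stimulated wells and 100% = unstimulated DMSO-only wells; some compounds past the cut are filed as inactive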
Target sequence (Q99500 whole entry, looked up): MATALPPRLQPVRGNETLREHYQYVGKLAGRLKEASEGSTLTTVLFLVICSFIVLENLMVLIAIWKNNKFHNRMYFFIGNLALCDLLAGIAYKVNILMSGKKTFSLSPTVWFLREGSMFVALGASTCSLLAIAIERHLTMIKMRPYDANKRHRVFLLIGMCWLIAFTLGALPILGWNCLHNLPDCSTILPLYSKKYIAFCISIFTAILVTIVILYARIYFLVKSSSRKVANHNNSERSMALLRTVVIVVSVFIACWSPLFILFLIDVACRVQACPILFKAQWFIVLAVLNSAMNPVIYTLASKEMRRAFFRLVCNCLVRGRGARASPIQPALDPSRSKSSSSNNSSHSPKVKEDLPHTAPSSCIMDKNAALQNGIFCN
RAM network inh = blocks the yeast RAM network. S. cerevisiae dse1pr::URA3 reporter, 5-FOA growth OD615, 2 d; analog-sensitive cbk1-as2 kinase mutant strain. inhibition, % at 50 µM. 1.8% of 190,000 active. AID 868;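 active = inhibition above a set limit, 3 SD over mean compound inhibition, cut at about 8.4% in these data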;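 note: 0% = DMSO-only wells with no growth and 100% = 10 µM 1-NA-PP1 full growth; inhibition rescues growth on 5-FOA so higher OD means more RAM inhibition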
L major viab = reduces viability of Leishmania major promastigotes; resazurin fluorescence viability; inhibition, % at 10 µM; 9% of 200,000 active; in the data active = inhibition above about 50%;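 note: promastigotes grown with compound for 44 hours at 28 °C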
PMI act = increases human mannose-6-phosphate isomerase activity. 0.005% of 190,000 active. P34949. purified human PMI, coupled resazurin fluorescence, 20 min; active compounds read high; 1 = vehicle control, 0 substrate-free wells. activation factor at 20 µM;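 active = activation factor of 2 or more at 20 µM, relative to plate controls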
TNAP inh hi DEA = TNAP (human) inhibition, high acceptor; purified TNAP, CDP-star luminescence, 1 M DEA; inhibition, % at 20 µM; 0.03% of 200,000 active; AID 1135;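 active = over 50% inhibition of tissue-nonspecific alkaline phosphatase at 20 µM in the single-dose screen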;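 note: plate controls were DMSO wells for no effect and EDTA-quenched wells as full inhibition for full effect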
Numbers without * were called inactive; · = not tested or not shown.

structure	PMI act hi M6P	TNAP inh noacc	Redox H2O2 prof	Hsp70 act	Efa HMGR inh	S1P3 antagonist	RAM network inh	L major viab	PMI act	TNAP inh hi DEA
COC(=O)c1ccc(NC(=O)CCOc2ccccc2)cc1	1	-3	-0.8	-0.4	-1	-6	0.5	8	1	-6
CCn1c(-c2c(Cl)c(C)nn2C)n[nH]c1=S	1.2	8	-0.4	-0.1	-2	8	1.9	-7	1.1	0
COc1cc(C(=O)NC(=S)Nc2ccc([N+](=O)[O-])cc2C)cc(OC)c1OC	0.9	-4	-0.2	-0.4	-2	-2	0.6	38	0.8	6
Cc1[nH]c2ccccc2c1N=Nc1cccc(C(=O)O)c1	1	9	-0.7	-0.3	-4	1	-1.7	3	0.9	8
CCOC(=O)N1CCN(C(=O)CCCn2c(=S)[nH]c3ccc(Br)cc3c2=O)CC1	1	-5	-16	-0.3	-3	·	1.9	4	0.9	-1
CCc1ccc(-c2cc(C(=O)N/N=C/c3c[nH]c4ccccc34)[nH]n2)cc1	0.9	22	-1.0	-0.1	-5	2	1.1	27	1	6
O=C(CCN1C(=O)C2C3C=CC(C3)C2C1=O)N1CCN(c2ccccc2Cl)CC1 (stereo unspecified)	1	-8	2.3	0.1	1	8	1.3	1	0.9	-2
Cn1cnnc1SCC(=O)N1c2ccccc2-c2c(ssc2=S)C1(C)C	0.9	7	·	·	·	-17	·	·	0.9	1
CCOC(=O)c1cnc(SC2CC(=O)N(c3ccc(C)cc3)C2=O)nc1N (stereo unspecified)	1.1	-14	0.9	-0.3	-5	·	4.2	2	1	-6
CC(=O)c1ccc(NCCC(=O)c2ccccc2)cc1	1	-5	0.9	0.1	-4	5	0.6	1	0.9	-1
COc1ccc(-c2nn(-c3ccccc3)cc2C(=O)NC(=S)NNC(=O)c2ccncc2)cc1	1.2	-96	-0.7	-0.4	0	-7	1.5	16	1.1	-5
O=C(CCC(=O)OCc1ccc(C(=O)Oc2ccccc2)cc1)Nc1cccc2ccccc12	1	-10	1.9	-0.2	4	·	5.5	-7	0.9	-4
COc1ccc(S(=O)(=O)N(CCCN2CCCC2=O)Cc2cc3c(C)ccc(C)c3[nH]c2=O)cc1	1.2	8	-3.1	-0.5	2	17	2.2	-6	1.1	-2
Cc1ccc(NC(=O)c2nnn(CC(=O)Nc3ccccc3)c2N)cc1C	1	-7	1.8	0.2	-2	30	6.3	-4	1	-2
COc1ccc(Cl)cc1NC(=O)CNc1ccccc1N1CCOCC1	0.9	-6	-0.6	-0.3	1	19	3.3	4	0.9	0
CC1OC(Nc2cccc3ccccc23)C(O)C(O)C1O (stereo unspecified)	0.4	-15	0.0	-0.3	-8	-6	2.0	6	0.7	-6
NC(=O)c1ccccc1NC(=O)NC1CCCCC1	1	-7	-2.7	0.3	0	·	1.2	-3	1	0
Cc1nnc(NCCO)c2ccccc12	0.9	-6	0.2	-0.4	-1	·	0.3	-5	1	-6
Cc1ccc(S(=O)(=O)Nc2ccc(Cl)cc2C(=O)c2ccc(F)cc2)cc1	0.9	-1	-0.1	-0.1	-4	-2	2.6	14	0.8	2
CCOC(=O)c1c(C)c(C(=O)NCc2ccc3c(c2)OCO3)c(C)n1CC	0.9	-5	0.4	-0.2	2	15	1.6	-3	1	2
CCOc1ccc(NC(=O)c2ccccc2OC)cc1	1	-18	2.5	-0.2	-4	18	0.9	-5	1	-5
c1ccc(-c2noc(COc3ccc4c(c3)OCO4)n2)cc1	1	-8	1.7	-0.3	-5	-23	2.8	-4	1	-3
O=C(COC(=O)c1ccncc1)Nc1cc(Cl)ccc1Cl	0.1	-10	0.2	-0.5	-5	·	1.6	-7	1	-2
CCOc1ccc(-n2c(SCc3nc(-c4ccc(C)cc4)no3)nnc2-c2ccncc2)cc1	1	-12	0.3	-0.4	-8	·	3.1	41	1	-5
CCn1c2c(c3cc(Cl)ccc31)CCCC2=O	1	-10	-0.4	-0.2	-1	-27	0.8	-4	0.9	0
O=C(NC1CC1)C1=C[C@@H](C2CCCCC2)C[C@@H](OCCCCO)O1	0.8	-1	0.6	0.0	-1	-5	-0.4	28	0.9	1
Cn1nc(C(C)(C)C)c([N+](=O)[O-])c1C(=O)NCCO	1	-8	-0.1	-0.2	3	-10	0.0	-8	1	-6
COC(=O)[C@H](CC(C)C)NC(=O)NC1CCCCC1C (stereo partly specified)	1.1	-3	-0.6	-0.1	-10	·	0.1	0	1.1	-1
COc1cccc(NC(=O)N2CCOCC2)c1	1	0	4.7	-0.3	-2	-19	1.2	-8	1.2	-9
CCCCn1c(SCn2nnc3ccccc3c2=O)nc2cc(S(N)(=O)=O)ccc21	0.9	-2	-1.1	-0.2	-5	·	0.4	4	0.9	-7

2 entries from above, as labelled records:
> CCOc1ccc(-n2c(SCc3nc(-c4ccc(C)cc4)no3)nnc2-c2ccncc2)cc1
  PMI act hi M6P: 1
  TNAP inh noacc: -12
  Redox H2O2 prof: 0.3
  Hsp70 act: -0.4
  Efa HMGR inh: -8
  S1P3 antagonist: ·
  RAM network inh: 3.1
  L major viab: 41
  PMI act: 1
  TNAP inh hi DEA: -5
> Cc1ccc(NC(=O)c2nnn(CC(=O)Nc3ccccc3)c2N)cc1C
  PMI act hi M6P: 1
  TNAP inh noacc: -7
  Redox H2O2 prof: 1.8
  Hsp70 act: 0.2
  Efa HMGR inh: -2
  S1P3 antagonist: 30
  RAM network inh: 6.3
  L major viab: -4
  PMI act: 1
  TNAP inh hi DEA: -2

(list continues)
structure	PMI act hi M6P	TNAP inh noacc	Redox H2O2 prof	Hsp70 act	Efa HMGR inh	S1P3 antagonist	RAM network inh	L major viab	PMI act	TNAP inh hi DEA
Cc1ccccc1S(=O)(=O)Nc1nc2ccccc2nc1N1CCOCC1	0.9	-4	0.1	-0.5	-2	2	2.9	-8	0.9	2
CC(=O)C1=C(O)C(=O)N(c2ccc(C)cc2)C1c1ccc([N+](=O)[O-])cc1 (stereo unspecified)	1.2	-2	-1.8	-0.3	-3	7	1.4	-2	1.2	3
CCc1nccn1S(=O)(=O)c1ccc(OC)c(C)c1C	1.1	-19	0.0	-0.2	-3	·	0.5	2	1.2	-1
O=c1c2ccccc2nnn1CSc1nnnn1-c1ccc(O)cc1	1	5	-2.0	-0.1	-10	10	2.4	-2	1.1	5
O=C(N/N=C/c1c[nH]c2ccc(Br)cc12)c1ccccn1	1	-18	-0.4	0.9	-2	13	-0.4	-1	1	3
CCOC(=O)c1oc2ccccc2c1NC(=O)Cc1cccs1	1	-2	-0.2	0.0	0	-30	3.3	14	1	4
N#Cc1c(N)nc(N2CCCC2)c(C#N)c1-c1ccc(Cl)cc1	0.9	-8	0.2	-0.5	-5	31	1.7	-4	0.9	-4
CC1(C)Cc2ccccc2C(NNC(=O)c2ccncc2)=N1	1.2	-3	2.7	0.0	2	·	-0.4	-1	1.2	-5
COc1ccc(CO/N=C/c2c(C)[nH]c(=O)[nH]c2=O)cc1	1	-6	-2.5	0.0	0	·	0.7	-6	1	-5
Cc1ccc(N(C(=O)c2snc(C(N)=O)c2N)C(C(=O)NCCC(C)C)c2ccco2)cc1 (stereo unspecified)	0.9	-12	-0.4	-0.2	-5	-13	1.4	65*	0.9	-6
COC(=O)CCCCCN1C(=O)NC(c2ccccc2)C(C(=O)OCc2ccccc2)=C1C (stereo unspecified)	0.9	4	-0.1	-0.2	-2	-15	4.6	1	0.9	0
c1ccc2[nH]c(CN3CCN(c4ncnc5c4oc4ccccc45)CC3)nc2c1	0.9	-18	1.4	0.0	-4	-36	0.4	25	0.9	-8
Cc1nn(CC(=O)O)c(=O)c2ccccc12	0.9	-3	0.1	0.6	-2	·	0.7	-4	0.9	0
OC(Cn1nnc2ccccc21)Cn1c(C(F)(F)F)nc2ccccc21 (stereo unspecified)	1.1	-2	-4.2	0.0	-12	-4	1.1	1	1.1	2
O=C(O)c1ccccc1CSc1ncn[nH]1	1.1	15	2.5	0.0	2	·	0.7	15	1.1	4
CCCCN(CCCC)C(=O)/C=C/c1cccc([N+](=O)[O-])c1	0.9	-14	-1.0	-0.2	0	·	1.7	-4	0.9	0
CCCS(=O)(=O)N1CCCC(C(=O)NCc2ccco2)C1 (stereo unspecified)	1	-8	3.4	-0.5	-4	7	0.0	-6	1.1	-4
COCCN=C1NN=C(c2ccc(C)c([N+](=O)[O-])c2)CS1	1	-10	-0.2	0.1	0	-12	0.8	-11	0.9	-1
COC(=O)c1ccc(C2C(Oc3ccc(OC)cc3)C(=O)N2CCc2ccc(F)cc2)cc1 (stereo unspecified)	1	-15	1.5	-0.2	-2	·	4.8	-5	1	-4
COc1ccccc1C(=O)NCC(=O)N/N=C/c1ccncc1	0.9	-3	-1.1	-0.1	-3	-13	-0.5	1	0.9	-3
CN(C)S(=O)(=O)c1ccc(N2CCCC2)c(C(=O)NCc2ccc(Cl)cc2)c1	1	-25	-1.6	-0.4	-7	·	-1.1	4	1	-7
O=S(=O)(c1cccc(-c2cn3cccnc3n2)c1)N1CCOCC1	1	-19	-1.6	-0.1	0	1	2.1	-9	1	-9
O=c1[nH]c(CSc2nnc(Cc3ccccc3)o2)nc2ccccc12	1.1	-8	-0.2	0.0	0	-2	1.4	-6	1.1	-1
CCn1c(=O)c(=O)[nH]c2cc(C(=O)NC3CCCc4ccccc43)ccc21 (stereo unspecified)	1.2	-15	-1.6	0.0	-1	·	2.1	-2	0.9	-5
Cc1cc(C)nc(NNC(=O)c2ccccc2O)n1	1.1	-113	-0.8	0.3	-4	1	3.4	-3	1.1	-6
Cc1ccc(S(=O)(=O)Nc2cccc3cccnc23)cc1	0.8	-13	0.0	0.1	-6	·	2.5	100*	0.8	-9
COc1ccc(C(=O)COC(=O)C(CC(C)C)N2C(=O)c3ccccc3C2=O)cc1 (stereo unspecified)	1	-3	0.9	0.0	4	·	7.2	20	1	0
CCOC(=O)N1CCC2(CC1)C(C#N)=C(N)OC1=C2C(=O)CC(C)C1 (stereo unspecified)	1	-5	-3.8	-0.2	-6	·	1.2	-3	1	-3
CCc1ccc(NC(=O)CSc2nnc(CC)c(CC)n2)cc1	1	-7	0.1	-0.1	-1	·	3.1	-2	1	-1
Cc1c(C(=O)NC(C)c2ccncc2)oc2ccccc12 (stereo unspecified)	0.9	-14	0.7	-0.1	0	12	1.6	4	0.9	0
COc1ccc(CNC(=O)CN(CC2CCCO2)C(=O)CNS(=O)(=O)c2ccc(C)cc2)cc1 (stereo unspecified)	1	-12	0.1	-0.6	-2	-44	0.8	-3	1.1	-5
NC(Cc1ccc(O)cc1)c1cn([C@@H](CCC(=O)O)C(=O)N2CCNCC2)nn1 (stereo partly specified)	1.1	-11	0.6	-0.1	-2	21	0.8	-3	1.1	-2
O=C(NCCO)c1cccc2c1-c1ccccc1C2=O	0.9	-3	-0.3	-0.3	-1	0	-0.1	14	0.9	2
COC(=O)C(C(=O)OC)C(C[N+](=O)[O-])c1ccc(OC)cc1 (stereo unspecified)	0.9	-6	0.3	-0.3	-4	·	-0.5	13	0.9	0
